# Bioassay records deposited in PubChem BioAssay by several laboratories.
# Mac1 fbg inh: blocks human CD11b/CD18 adhesion to fibrinogen; P05107+P11215; K562 CD11b/CD18 adhesion to fibrinogen, ATPlite luminescence; Mn2+ added to activate the integrin; hit rate 0.54% among 93,000; inhibition, % at 10 µM;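 active = primary inhibition of 50% or more at 10 µM, then 40% or more on retest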; also: some results filed as inactive read as strong as hits
# PostGolgi ctrl: growth of the yeast control strain, post-Golgi counter-screen; efflux-deficient yeast background strain, growth absorbance A615, 16 h; inhibition, % at 10 µM; hit rate 5% among 98,000; AID 738
# sEH inh: blocks human soluble epoxide hydrolase activity | P34913 | recombinant human sEH enzymatic activity assay | inhibition, % at 2 µM | hit rate 0.34% among 91,000 | AID 707; in the data active = inhibition above about 80%; also: values of inactives mirror those of a sister screen read the other way; many of its hits are not listed in these tables
# Target sequence (P34913 whole entry, looked up): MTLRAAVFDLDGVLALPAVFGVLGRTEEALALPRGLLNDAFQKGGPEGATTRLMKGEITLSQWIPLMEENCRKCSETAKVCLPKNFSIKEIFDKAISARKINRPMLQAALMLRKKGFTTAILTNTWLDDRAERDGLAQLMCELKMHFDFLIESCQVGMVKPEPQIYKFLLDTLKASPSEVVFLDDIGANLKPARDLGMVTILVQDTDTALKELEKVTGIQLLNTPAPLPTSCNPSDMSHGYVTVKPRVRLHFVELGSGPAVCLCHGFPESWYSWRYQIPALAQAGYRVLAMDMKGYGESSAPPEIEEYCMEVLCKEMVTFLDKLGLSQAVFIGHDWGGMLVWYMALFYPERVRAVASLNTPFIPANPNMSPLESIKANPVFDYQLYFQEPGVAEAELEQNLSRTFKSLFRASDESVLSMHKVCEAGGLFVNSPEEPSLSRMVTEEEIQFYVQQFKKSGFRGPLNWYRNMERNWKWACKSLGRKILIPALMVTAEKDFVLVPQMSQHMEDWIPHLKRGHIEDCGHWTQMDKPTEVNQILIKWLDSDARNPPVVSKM
# Ecoli WT expand: growth inhibitors of E. coli BW25113 wild type; AID 710; hit rate 0.15% among 98,000; growth inhibition, % at 100 µM; OD600 absorbance;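 active = growth inhibition above about 50% at one test dose, limit read from the data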;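 also: growth measured after 20 h incubation at 37 °C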
# S1P2 agonist: S1P2 (human) receptor agonism; activation, % at 4.5 µM; S1P2-expressing cell line, agonist reporter read-out; hit rate 0.46% among 97,000; AID 729; in the data active = activation above about 16%;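 also: 0% = vehicle low control and 100% = maximal reference agonist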
# PostGolgi yeast: growth inhibition of a yeast mutant, post-Golgi transport screen. hit rate 0.9% among 98,000. inhibition, % at 10 µM. post-Golgi transport phenotypic cell assay;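 also: yeast cells grown in 1536-well plates; yeast grown about 18 h at 30C before absorbance read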
# S1P2 antag: antagonists of human S1P2 receptor; O95136; cell-based S1P2 antagonist assay, inhibition at 5 uM; inhibition, % at 5 µM; hit rate 0.21% among 97,000; in the data active = inhibition above about 45%;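 also: CRE beta-lactamase reporter cells expressing human S1P2 stimulated with S1P; 0% = agonist at EC80 alone and 100% = agonist plus reference antagonist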
# sEH act: activators of human soluble epoxide hydrolase; activation, % at 2 µM; P34913; hit rate 0.04% among 91,000; purified human sEH enzymatic activity, activator screen; in the data active = activation above about 37%; also: values of inactives mirror those of a sister screen read the other way
# PLAP activator: activators of human placental alkaline phosphatase. P05187. purified PLAP enzyme, luminescent substrate read-out; active compounds read high. activation fold at 20 µM. hit rate 1.2% among 96,000; in the data active = activation fold above about 2
# Target sequence (P05187 whole entry, looked up): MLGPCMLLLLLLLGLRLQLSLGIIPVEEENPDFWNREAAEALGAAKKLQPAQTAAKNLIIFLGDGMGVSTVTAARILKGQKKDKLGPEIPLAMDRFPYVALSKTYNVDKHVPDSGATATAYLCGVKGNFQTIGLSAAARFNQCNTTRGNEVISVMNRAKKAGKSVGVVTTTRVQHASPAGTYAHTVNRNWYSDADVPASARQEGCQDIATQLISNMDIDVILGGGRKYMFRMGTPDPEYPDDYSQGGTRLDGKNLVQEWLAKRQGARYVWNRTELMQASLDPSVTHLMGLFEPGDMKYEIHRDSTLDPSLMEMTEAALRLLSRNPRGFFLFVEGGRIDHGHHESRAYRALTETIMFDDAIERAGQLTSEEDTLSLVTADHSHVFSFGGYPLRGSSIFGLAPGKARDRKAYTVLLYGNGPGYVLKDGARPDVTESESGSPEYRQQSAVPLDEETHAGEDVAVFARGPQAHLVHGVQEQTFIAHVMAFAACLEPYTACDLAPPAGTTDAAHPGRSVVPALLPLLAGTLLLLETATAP
# * = called active by the depositor; . = no result given. Rule as the data show it, unless noted: active = inhibition above about 30%; inactive = the rest.
1) Cn1c(=O)oc2cc(S(=O)(=O)NCc3ccncc3)ccc21
2) CCOC(=O)c1ccccc1NC(=O)c1cccs1
3) COc1ccc(S(=O)(=O)CCC(=O)N2CC(=O)N(CCc3ccccc3)C(=O)C2)cc1
4) CN1CCN(C(=O)NC2CCCCC2)CC1
5) Cc1cc(C(=O)N2CCN(Cc3ccc4c(c3)OCO4)CC2)cs1
6) Cc1sc2ncnc(NCc3cccs3)c2c1C
Screen / compound no.,1,2,3,4,5,6
Mac1 fbg inh,15,-4,-11,.,-3,.
PostGolgi ctrl,0,21,-3,.,-1,7
sEH inh,.,-7,.,-2,.,-7
Ecoli WT expand,-4,-5,-7,.,6,11
S1P2 agonist,.,-5,.,-5,.,-1
PostGolgi yeast,0,2,-1,.,-5,-15
S1P2 antag,.,0,.,-16,.,37
sEH act,.,6,.,8,.,10
PLAP activator,1,1,0.9,.,1.3,0.7

7) CCN1CCCC1CNC(=O)CSCc1nc(-c2ccccc2C)oc1C (stereo not drawn)
8) COc1cccc(-c2nn(-c3ccccc3)cc2CO)c1
9) COCCNC(=O)COc1ccccc1C
10) CC1(c2ccccc2Cl)NC(=O)N(CC(=O)NC(=O)NCc2ccco2)C1=O (stereo not drawn)
11) N#Cc1cc(-c2ccccc2)oc1NC(=O)c1ccccc1
12) COC(=O)CSC1=C(C#N)C(c2ccc(C(C)C)cc2)CC(=O)N1 (stereo not drawn)
Screen / compound no.,7,8,9,10,11,12
Mac1 fbg inh,.,-3,-33,-10,-3,11
PostGolgi ctrl,2,19,-6,4,1,15
sEH inh,10,0,3,0,2,6
Ecoli WT expand,0,-5,6,-2,-2,-5
S1P2 agonist,-3,-7,-4,-5,-5,-2
PostGolgi yeast,13,0,-6,4,14,-6
S1P2 antag,-7,-14,-14,8,-26,-8
sEH act,-9,5,-5,0,-1,-4
PLAP activator,1.3,0.9,0.9,1.4,0.9,1

13) O=C(Nc1ccccc1)C1CC2CCCC(C1)C2=O (stereo not drawn)
14) COc1ccc(CCNc2ncnc3nc[nH]c23)cc1OC
15) CC(/C=N/N1CCN(c2ccccc2)CC1)=C\c1ccccc1
16) Cc1cc(OCCCC(=O)NC2=NCCS2)ccc1Cl
17) O=C(Cc1cn2ccsc2n1)Nc1nc2c(s1)CCCC2
18) COc1ccc(OCc2ccc(C(=O)NN)cc2)cc1
Screen / compound no.,13,14,15,16,17,18
Mac1 fbg inh,-3,6,-6,-7,5,2
PostGolgi ctrl,3,-5,6,24,11,6
sEH inh,-9,.,8,-7,.,13
Ecoli WT expand,-18,-1,1,-8,9,-11
S1P2 agonist,-6,.,-5,-2,-11,0
PostGolgi yeast,2,0,0,6,7,-10
S1P2 antag,14,.,-3,11,3,1
sEH act,8,.,-5,10,.,-12
PLAP activator,1.3,1.8,1,0.9,2*,1

19) C=CCC(CC=C)(C(=O)O)c1ccccc1
20) O=S(=O)(Cc1ccccc1)NCc1ccccn1
21) Cc1ccc(Cn2cnc3sc4c(c3c2=O)CCC4)c(C)c1
22) OCCN1CCN(CC(O)COc2ccc(-c3ccccc3)cc2)CC1 (stereo not drawn)
23) COc1ccc(S(=O)(=O)N(C)c2ccc(C(=O)N3CCOCC3)cc2)cc1OC
24) CCn1c2ccccc2c2nnc(SCCCn3c(=O)[nH]c4ccccc43)nc21
Screen / compound no.,19,20,21,22,23,24
Mac1 fbg inh,3,6,.,-9,-4,9
PostGolgi ctrl,13,-14,.,5,5,19
sEH inh,-7,6,-3,-10,7,2
Ecoli WT expand,1,8,.,4,6,-1
S1P2 agonist,-5,-3,-2,-1,-1,10
PostGolgi yeast,4,-4,.,1,21,-7
S1P2 antag,17,-13,-36,-19,-26,-29
sEH act,10,-5,6,11,-6,-3
PLAP activator,1.1,1.3,.,0.9,1.3,1.4

25) COc1ccc(C2=NCN(c3ccc(C)cc3)C(=S)N2)cc1
26) O=C(NC1(C(F)(F)F)NC(=O)N(Cc2cccnc2)C1=O)c1ccc(F)cc1 (stereo not drawn)
27) CC(C)c1ccc(NC(=O)N2CCC(c3nc4ccccc4o3)CC2)cc1
28) CCOc1ccccc1NC(=O)CSc1ncnc2c1oc1ccccc12
29) Cn1c(N)c(C(=O)COC(=O)c2ccc(Br)o2)c(=O)n(C)c1=O
30) CCOC(=O)c1cccnc1SCC(=O)N(CC)c1cccc(C)c1
Screen / compound no.,25,26,27,28,29,30
Mac1 fbg inh,-2,.,-14,5,-14,4
PostGolgi ctrl,5,1,3,26,27,12
sEH inh,-6,6,96*,-5,-7,-14
Ecoli WT expand,-12,0,-8,18,-7,4
S1P2 agonist,-4,-6,-5,14,-3,-4
PostGolgi yeast,-14,-5,-8,13,0,7
S1P2 antag,-20,20,12,-24,-14,-18
sEH act,4,-7,-96,8,8,13
PLAP activator,0.9,1.1,0.8,1,1,1.2

31) Cc1c(C(=O)N/N=C/c2ccccc2)sc(=S)n1C
32) CNc1nc(-c2ccc([N+](=O)[O-])cc2)cs1
33) CCOc1ccc(-n2c(Cc3cc(=O)[nH]c(=O)[nH]3)nnc2SCC(=O)NC2CCCC2)cc1
34) CC(=O)N(C)c1nnc(-c2ccccn2)s1
35) O=C(COC(=O)c1ccc[nH]c1=O)NC1CCCC1
36) CCN1C(c2ccccc2)=C(c2ccccc2)S/C1=C/C=C1\SC(=S)N(C)C1=O
Screen / compound no.,31,32,33,34,35,36
Mac1 fbg inh,.,3,-13,.,-15,.
PostGolgi ctrl,38*,6,4,.,13,.
sEH inh,-2,-4,-20,-10,.,6
Ecoli WT expand,-3,-2,1,.,-4,.
S1P2 agonist,-3,-5,-3,0,-5,-4
PostGolgi yeast,7,1,-11,.,-8,.
S1P2 antag,18,6,11,0,3,-1
sEH act,2,7,21,13,.,-4
PLAP activator,1.1,1.1,1.5,.,1.1,.

37) COc1ccc(S(=O)(=O)Nc2cc(C(C)C)c(O)cc2C)cc1
38) CN1C(=O)c2ccccc2N(C)C1c1ccc2c(c1)OCO2 (stereo not drawn)
39) COc1ccc(N/C=C\C(=O)c2ccc3c(c2)OCO3)cc1
40) COc1ccc(C2C3=C(OC(C)=O)c4ccccc4C3=Nc3c2c(=O)n(C)c(=O)n3C)cc1 (stereo not drawn)
41) CCCCCn1c(CN2CCN(C(=O)OCC)CC2)nc2c1c(=O)n(C)c(=O)n2C
42) CC(C)c1nc2oc3c(NCC4CCCO4)ncnc3c2c2c1COC(C)(C)C2 (stereo not drawn)
Screen / compound no.,37,38,39,40,41,42
Mac1 fbg inh,8,11,89,13,.,2
PostGolgi ctrl,3,9,-4,4,.,35*
sEH inh,-5,-3,8,.,0,.
Ecoli WT expand,4,-1,-11,-12,.,-9
S1P2 agonist,-3,-1,-4,.,-4,3
PostGolgi yeast,-8,-1,-7,-6,.,13
S1P2 antag,6,-5,0,.,-9,-22
sEH act,7,3,-10,.,2,.
PLAP activator,1,1.1,0.8,1,.,1.3

43) CC(NC(=O)Cn1c(NCCO)nc2ccccc21)c1ccccc1 (stereo not drawn)
44) Cc1ccc2c(c1)c(CC(=O)Nc1ccc(F)cc1)c(C(=O)O)n2C
45) CN(C)/C=C(\C#N)c1nc2ccccc2[nH]1
46) C=CCN1C(=O)C2(C(C(=O)c3ccc(C)o3)=C(O)C(=O)N2CCCN2CCOCC2)c2ccccc21 (stereo not drawn)
47) Cc1ccc(C2C(C(=O)c3cccs3)=C(O)C(=O)N2CCN2CCOCC2)o1 (stereo not drawn)
48) CCN(Cc1nc2cc(OC)c(OC)cc2c(=O)[nH]1)C(=O)c1ccc(S(=O)(=O)N(C)C)cc1
Screen / compound no.,43,44,45,46,47,48
Mac1 fbg inh,2,-26,-2,-14,34,12
PostGolgi ctrl,6,7,5,4,0,8
sEH inh,4,-2,-6,-2,-11,7
Ecoli WT expand,0,2,4,1,2,-1
S1P2 agonist,-8,-1,-6,-5,2,-2
PostGolgi yeast,7,21,11,-4,3,-25
S1P2 antag,7,-16,-9,13,-5,-8
sEH act,-5,-1,7,3,10,-6
PLAP activator,1.3,1.4,0.8,1.1,1.5,1.6

49) CCC(C)Sc1nc2c(c(=O)[nH]c(=O)n2C)n1C (stereo not drawn)
50) CCCCNC(=O)COC(=O)c1cc(F)c(F)cc1Cl
51) Clc1ccc(Oc2nc3ccccc3n3cccc23)cc1
52) CCC(C(=O)O/N=C(\N)c1cccc(C)c1)c1ccccc1 (stereo not drawn)
53) CCOC(=O)C1Cn2c(nc3c(c2=O)C(C)(CC)Cc2ccccc2-3)S1 (stereo not drawn)
54) COc1ccc(-c2nnc(SC(C)C(=O)NCc3ccc4c(c3)OCO4)n2Cc2ccco2)cc1 (stereo not drawn)
Screen / compound no.,49,50,51,52,53,54
Mac1 fbg inh,-8,2,-6,-1,-8,-24
PostGolgi ctrl,-6,2,-11,11,40*,12
sEH inh,8,12,-6,9,-4,-12
Ecoli WT expand,6,8,-12,-3,-19,-5
S1P2 agonist,-4,-5,-8,1,1,-5
PostGolgi yeast,0,1,-6,-5,-5,0
S1P2 antag,-18,12,13,-13,3,-7
sEH act,-9,-13,7,-9,5,15
PLAP activator,0.9,1,0.8,1.1,1.3,1.6

# Not a retest: entries from further up.
10) CC1(c2ccccc2Cl)NC(=O)N(CC(=O)NC(=O)NCc2ccco2)C1=O (stereo not drawn)
11) N#Cc1cc(-c2ccccc2)oc1NC(=O)c1ccccc1
12) COC(=O)CSC1=C(C#N)C(c2ccc(C(C)C)cc2)CC(=O)N1 (stereo not drawn)
13) O=C(Nc1ccccc1)C1CC2CCCC(C1)C2=O (stereo not drawn)
14) COc1ccc(CCNc2ncnc3nc[nH]c23)cc1OC
Screen / compound no.,10,11,12,13,14
Mac1 fbg inh,-10,-3,11,-3,6
PostGolgi ctrl,4,1,15,3,-5
sEH inh,0,2,6,-9,.
Ecoli WT expand,-2,-2,-5,-18,-1
S1P2 agonist,-5,-5,-2,-6,.
PostGolgi yeast,4,14,-6,2,0
S1P2 antag,8,-26,-8,14,.
sEH act,0,-1,-4,8,.
PLAP activator,1.4,0.9,1,1.3,1.8

# Continued.
55) C=C(C)COc1ccc(-c2n[nH]c(C)c2Oc2ccccc2OC)c(O)c1
56) Cc1ccc(S(=O)(=O)C2(C(=O)N(C)C3CCCCC3)CC2)cc1
57) CC(=O)n1nc(-c2cccc(C)c2)nc1SCC(=O)Nc1ccccc1
58) CCN(CC)CCNC(=O)c1ccc(Cl)c(S(=O)(=O)Nc2ccc(Cl)cc2)c1
59) Cc1ccc(Cn2ccc(NC(=O)c3cc(-c4cccc(Cl)c4)on3)n2)cc1
60) O=C(c1cnc(N2CCN(c3ncccn3)CC2)c2ccccc12)N1CCN(c2ncccn2)CC1
61) O=C(c1ccccc1)c1ccc2nc(-c3ccc(NC(=O)c4ccccc4F)cc3)[nH]c2c1
62) CC(Oc1ccc(Cl)cc1Cl)c1nc(-c2ccc(NC(=O)c3ccco3)cc2)no1 (stereo not drawn)
63) CCOC(=O)c1cccc(C(=O)OCC)n1
Screen / compound no.,55,56,57,58,59,60,61,62,63
Mac1 fbg inh,11,0,-37,4,-14,22,.,12,.
PostGolgi ctrl,17,27,4,2,-2,8,-10,26,6
sEH inh,-18,-18,28,5,.,0,24,-29,23
Ecoli WT expand,9,-1,-4,6,-5,1,-2,-15,7
S1P2 agonist,-3,-4,-9,-7,-6,-5,-8,-4,-1
PostGolgi yeast,0,-8,-4,20,-1,19,6,-6,-4
S1P2 antag,-4,9,-8,-7,-4,8,31,-15,5
sEH act,17,16,-28,-3,.,0,-21,28,-24
PLAP activator,1.7,1.1,1.1,1.3,0.9,1.5,0.9,1,1.1

# Ordered by molecular weight (descending): three of the compounds above
62) CC(Oc1ccc(Cl)cc1Cl)c1nc(-c2ccc(NC(=O)c3ccco3)cc2)no1 (stereo not drawn)
59) Cc1ccc(Cn2ccc(NC(=O)c3cc(-c4cccc(Cl)c4)on3)n2)cc1
56) Cc1ccc(S(=O)(=O)C2(C(=O)N(C)C3CCCCC3)CC2)cc1
Screen / compound no.,62,59,56
Mac1 fbg inh,12,-14,0
PostGolgi ctrl,26,-2,27
sEH inh,-29,.,-18
Ecoli WT expand,-15,-5,-1
S1P2 agonist,-4,-6,-4
PostGolgi yeast,-6,-1,-8
S1P2 antag,-15,-4,9
sEH act,28,.,16
PLAP activator,1,0.9,1.1
